NCOA2 inhibitor = inhibits human steroid receptor coactivator 2 | HEK293 GAL4-SRC2 luciferase reporter, luminescence | AID 651957 | Q15596 | inhibition, % at 9 µM | actives 0.17% (n = 370,000);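 active means inhibition above the mean inhibition of all tested compounds plus 3 SD, set per campaign, cut at about 52% in these data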;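 further: 0% = DMSO treated cells and 100% = cells given Gossypol at 36 µM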
LRH-1 inv ag = inverse agonists of human LRH-1 (NR5A2); actives 0.13% (n = 360,000); HEK293T StAR-luciferase reporter, LRH-1 transfected, 24 h; AID 602396; inhibition, % at 3.6 µM;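 active means inhibition above the mean inhibition of all tested compounds plus 3 SD, cut at about 73% in these data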;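 further: 0% = DMSO wells and 100% = reporter-only cells lacking LRH-1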
C8 TRAIL sens = sensitizes caspase-8 expressing cells to TRAIL | AID 624354 | NB7+C8 cells + TRAIL, ATPlite viability luminescence | inhibition (viability loss, TRAIL sensitization), % at 10 µM | actives 1% (n = 360,000);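 active means compounds causing at least 50% loss of cell viability in the single-dose screen, relative to plate controls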
COUP-TFII inh = inhibitors of human COUP-TFII (NR2F2). P24468. HEK293T NGFI-A luciferase reporter, luminescence. inhibition, % at 8.6 µM. actives 0.7% (n = 370,000);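 active means inhibition above a per-plate cutoff, mean inhibition of test wells between control levels plus 3 SD, cut at about 38% in these data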;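 further: cells cotransfected with COUP-TFII expression vector driving the NGFI-A reporter; 0% = median of COUP-TF2 test wells and 100% = reporter-only cells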
KKLEB tox = counter-screen for CF NF-kB inhibitors: cytotoxicity; KKLEB CF airway cells viability, ATPlite luminescence, overnight; stronger effect = lower value; cells stimulated with P. aeruginosa culture filtrate; activity change (cytotoxicity), % at 5 µM; actives 0.36% (n = 360,000);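 active means corrected activity change at or below -50% at 5 µM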
SRC3 inh = inhibitors of human steroid receptor coactivator 3 (SRC3); Q9Y6Q9; actives 0.17% (n = 360,000); HEK293 GAL4-SRC3 luciferase reporter, luminescence; inhibition, % at 3.6 µM;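 active means inhibition above a per-campaign cutoff, the mean of all compounds plus 3 SD, cut at about 60% in these data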;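 further: 0% = DMSO-treated cells and 100% = gossypol-treated cells at 36 µM; higher means less SRC3-driven luciferase light from the GAL4 reporter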
NCOA1 inh = inhibitors of human steroid receptor coactivator 1 (SRC1) | Q15788 | HEK293 GAL4-SRC1 luciferase reporter, luminescence | inhibition, % at 3.6 µM | actives 0.12% (n = 360,000);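 active means inhibition above the campaign mean plus 3 SD, with each screening campaign given its own cutoff, cut at about 60% in these data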;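 further: 0% = DMSO treated cells and 100% = gossypol at 36 µM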
Target sequence (Q15788 whole entry, looked up, the tested form may be a part): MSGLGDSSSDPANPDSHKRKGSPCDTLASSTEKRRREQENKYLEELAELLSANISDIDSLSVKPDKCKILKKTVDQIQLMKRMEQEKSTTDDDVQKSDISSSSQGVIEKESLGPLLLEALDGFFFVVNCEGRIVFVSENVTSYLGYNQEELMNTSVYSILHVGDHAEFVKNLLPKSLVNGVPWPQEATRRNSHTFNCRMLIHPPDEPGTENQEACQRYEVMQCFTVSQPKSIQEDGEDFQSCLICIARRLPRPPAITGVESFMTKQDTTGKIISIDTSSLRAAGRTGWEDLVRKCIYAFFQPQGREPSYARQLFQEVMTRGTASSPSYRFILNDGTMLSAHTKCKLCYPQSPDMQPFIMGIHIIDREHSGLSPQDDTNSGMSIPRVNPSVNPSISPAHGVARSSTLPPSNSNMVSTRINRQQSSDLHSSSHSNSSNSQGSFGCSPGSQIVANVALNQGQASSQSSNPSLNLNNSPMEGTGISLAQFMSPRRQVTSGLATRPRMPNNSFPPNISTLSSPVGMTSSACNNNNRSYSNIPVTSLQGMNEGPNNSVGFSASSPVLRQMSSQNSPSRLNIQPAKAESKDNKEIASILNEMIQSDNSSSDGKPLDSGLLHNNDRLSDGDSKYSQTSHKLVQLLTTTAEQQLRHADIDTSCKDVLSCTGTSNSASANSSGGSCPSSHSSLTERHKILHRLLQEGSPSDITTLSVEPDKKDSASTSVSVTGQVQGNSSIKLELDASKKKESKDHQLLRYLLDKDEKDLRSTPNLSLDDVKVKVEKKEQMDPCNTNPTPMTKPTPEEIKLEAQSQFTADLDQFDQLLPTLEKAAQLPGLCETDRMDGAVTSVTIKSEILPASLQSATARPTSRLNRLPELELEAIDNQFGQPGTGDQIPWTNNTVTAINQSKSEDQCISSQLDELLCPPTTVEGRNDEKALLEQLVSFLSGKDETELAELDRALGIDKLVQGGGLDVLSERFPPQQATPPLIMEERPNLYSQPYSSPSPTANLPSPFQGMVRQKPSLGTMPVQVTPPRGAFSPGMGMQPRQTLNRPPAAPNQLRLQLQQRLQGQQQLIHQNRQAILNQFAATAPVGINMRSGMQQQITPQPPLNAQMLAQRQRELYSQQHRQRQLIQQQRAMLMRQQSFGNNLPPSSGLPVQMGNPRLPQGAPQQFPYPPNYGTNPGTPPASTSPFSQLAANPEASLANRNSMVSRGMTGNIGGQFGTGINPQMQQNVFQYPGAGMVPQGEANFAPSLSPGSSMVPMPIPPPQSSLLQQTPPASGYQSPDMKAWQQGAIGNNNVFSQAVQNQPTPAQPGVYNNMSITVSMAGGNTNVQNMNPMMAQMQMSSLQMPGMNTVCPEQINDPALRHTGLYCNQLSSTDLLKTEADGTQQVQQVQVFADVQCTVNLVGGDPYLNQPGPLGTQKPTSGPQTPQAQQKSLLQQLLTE
LMP1 NFkB inh = reduces LMP1-driven NF-kappaB luciferase signal | LMP1-induced NF-kappaB luciferase reporter cells, luminescence | inhibition, % at 12.5 µM | actives 0.69% (n = 350,000) | AID 504558; in the data active means inhibition above about 41%;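 further: 0% = neutral control wells and 100% = reference inhibitor control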
TWEAK-Fn14 inh = blocks TWEAK-Fn14 interaction in a reporter cell assay | TWEAK-stimulated Fn14 reporter cells, luciferase luminescence, 8 h | inhibition, % at 10 µM | actives 2% (n = 360,000) | AID 1159606; in the data active means inhibition above about 50%
CF NFkB block = blocks PAF-induced NF-kB reporter in cystic fibrosis cells | AID 588850 | KKLEB NF-kB-GFP reporter, GFP fluorescence overnight | actives 0.86% (n = 360,000) | inhibition, % at 5 µM;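 active means at least 50% inhibition at 5 µM, scaled per plate between neutral and stimulator controls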;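 further: PAF is a Pseudomonas aeruginosa culture filtrate used as stimulus; plate controls were PAF-stimulated DMSO wells for no effect and unstimulated DMSO wells for full effect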
TROY NFkB inh = inhibitors of TROY-dependent NF-kB signaling. actives 0.98% (n = 360,000). inhibition, % at 10 µM. Q293 LMP1-TROYcd NF-kB luciferase reporter, 4 h;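 active means compounds whose plate-normalised and pattern-corrected inhibition of the luciferase reporter signal at the single screening dose is 50% or more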
* marks the source's active call; other numbers are inactive results; · = not tested or not shown. Rows were taken by chance; any-hit rate near 4.2%.

SMILES	NCOA2 inhibitor	LRH-1 inv ag	C8 TRAIL sens	COUP-TFII inh	KKLEB tox	SRC3 inh	NCOA1 inh	LMP1 NFkB inh	TWEAK-Fn14 inh	CF NFkB block	TROY NFkB inh
CCC(C(=O)NC(C)(C)C)N(C(=O)c1ccc(Cl)nc1)C1CCCC1 (stereo not drawn)	-20	-3	-5	-3	-8	19	-6	-5	14	9	4
CCCc1cc(=O)n2[nH]c(C)c(-c3ccc(OC)cc3)c2n1	-3	6	10	0	-7	-12	15	-11	0	6	5
Cc1onc(-c2ccccc2)c1C(=O)NC(=S)NNC(=O)c1cc(-c2ccc(F)cc2)n[nH]1	-3	11	9	-1	-9	-4	3	0	-24	-5	-13
Cc1cc(OCCCCn2ccnc2)cc(C)c1Cl	1	6	7	18	-5	-15	3	-6	-14	2	-6
C/C(=N\O)c1ccc2c3ccccc3n(C)c2c1	-40	-90	-3	-37	6	-75	-91	-32	-16	-9	-71
CC1CC(=O)Nc2ccccc2N1C(=O)CSc1nnnn1C (stereo not drawn)	-34	13	6	10	-9	-6	-15	-2	25	0	-19
O=C(NCc1ccccc1)C(c1ccccc1)N(C(=O)c1csnn1)C1CCCC1 (stereo not drawn)	2	-18	0	5	20	-9	12	-3	-11	-2	7
CCCN(CC(=O)Nc1cc(Cl)ccc1Cl)C(=O)CN1C(=O)C2CCCCC2C1=O (stereo not drawn)	6	-25	-6	-6	0	8	-52	-13	1	22	-8
CNc1n[nH]c(=S)s1	-10	-27	-7	-14	14	20	-1	7	3	5	-5
O=C(O)c1ccccc1/C=N/Nc1ccc(S(=O)(=O)N2CCOCC2)cc1[N+](=O)[O-]	19	-20	-6	15	-1	8	-35	-1	-16	20	-3
O=C(/C=C/c1cc([N+](=O)[O-])ccc1OC(F)F)Nc1cccc2ccccc12	2	-11	-5	-9	0	-4	6	17	35	-6	27
Cc1ccc(NC(=O)COC(=O)Cc2c[nH]c3ccccc23)cc1C	24	10	0	-1	14	-1	4	-9	-9	-42	-6
O=C(NCc1nc2ccccc2[nH]1)c1cccs1	-36	-25	-2	-8	0	-22	-22	0	10	-37	-32
Cc1c(Cl)cccc1NC(=O)CC1SC(=NCC2CCCO2)NC1=O (stereo not drawn)	20	9	-7	-2	11	-2	-11	-1	-7	-7	7
Cc1[nH]n(-c2ccc([N+](=O)[O-])cc2)c(=O)c1C=NCCc1c(C)[nH]c2ccccc12	-9	-16	4	10	7	3	-5	0	38	-35	17
COc1ccc(S(=O)(=O)N(C)c2ccc(C(=O)Nc3cccnc3)cc2)cc1OC	-20	-15	5	26	-13	23	31	3	1	42	13
CCc1ccc(Nc2n[n+](C)c(-c3ccncc3)s2)cc1	-18	-11	3	0	9	13	-4	1	-26	-14	-4
CCN1C(=O)[C@H]2[C@@H](c3ccc(C)cc3)N3C(=O)N(c4cccc(F)c4)C(=O)[C@@]3(C)[C@H]2C1=O	-8	1	4	-2	-13	-2	0	-21	-6	28	11
CCCCCCn1c(CN2CCCCC2C)nc2c1c(=O)n(C)c(=O)n2C (stereo not drawn)	15	-31	0	-2	0	-8	-7	2	-49	-5	-34
COc1ccc(CNCCC(c2ccccc2)C2CCOC(C)(C)C2)cc1 (stereo not drawn)	11	0	-9	24	-1	16	10	-4	16	7	15
O=[N+]([O-])c1cccc2ncccc12	-6	·	3	-2	-12	·	·	3	-3	8	-19
Cc1ccc2c(c1)/C(=N/OC(=O)c1ccc(F)cc1)CCS2	-37	-2	25	11	2	0	-11	2	22	12	-40
CCc1ccc(S(=O)(=O)/N=C2\C=C(Nc3ccc(O)cc3)C(=O)c3ccccc32)cc1	·	90*	97*	·	-88*	89*	88*	90*	94*	99*	74*
COc1cccc(CNC(=O)CCC2CCCN(C(=O)c3ccc(OC)c(F)c3)C2)c1 (stereo not drawn)	2	-4	-14	4	13	13	3	-5	-5	-28	-6
CCCCOc1ccc(Cl)cc1CSc1nncn1N	16	-3	-13	-5	-5	0	-6	7	-11	5	7
Cc1ccc(S(=O)(=O)N2CCCC2)cc1C(=O)NCC(C)(C)N1CCOCC1	6	-5	-7	0	4	-10	-2	5	-11	-2	13
NCCNc1ccc([N+](=O)[O-])c(Sc2nc3ccccc3[nH]2)c1	-9	9	-12	6	8	13	-8	-8	-1	6	-3
O=C(O)c1cccc(Nc2ncnc3sccc23)c1	-9	-34	-2	-5	15	8	-21	3	9	-6	-22
CCNC(=O)c1cc2c(c(-c3cccc(-c4ccccc4F)c3)n1)[C@H](CCO)N(C(=O)CC)C2	-40	36	9	-26	·	·	·	·	0	·	7
CCOc1ccccc1NC(=O)CCn1nc(C)c(S(=O)(=O)N2CCCCC2)c1C	-20	-3	0	-6	10	17	3	-2	3	-23	-10
O=C(CCn1c(=O)oc2ccccc21)Nc1cccc([N+](=O)[O-])c1	-32	-6	2	14	-5	-14	-31	2	-6	3	5
CN(C(=O)c1ccc2c(c1)S(=O)(=O)N=C1CCCCCN12)c1ccccc1	-11	19	-30	7	2	15	10	3	2	-5	-10
COC(=O)[C@]1(C)CCC[C@@]2(C)C3CC[C@]4(OC(C)=O)C[C@@]3(CCC21)CC4=O (stereo partly drawn)	18	8	-16	14	-14	9	-12	5	-13	20	5
CN(C)CCNC(=O)c1cc2c(s1)-c1ccccc1OC2	-35	-26	3	-39	-13	-28	-34	-33	-65	-9	-56
Cc1c(C(=O)N2CCc3ccccc3C2)oc2ccccc12	-13	-64	0	-17	6	-7	-20	·	-17	-25	-98
Cc1ccc(C)c(/C(O)=C2/C(=O)C(=O)N(CCN3CCOCC3)C2c2ccco2)c1 (stereo not drawn)	-12	8	1	-2	6	1	-15	1	-11	-1	-6
COc1ccc(/C=C2\CCCC3C2=NN(C(=O)c2scnc2C)C3c2ccc(OC)c(OC)c2)cc1OC (stereo not drawn)	5	-1	-1	4	-4	19	-1	30	-19	0	-7
CC(C)(C)c1ccc(OCC(=O)N/N=C/C2CC=CCC2)cc1 (stereo not drawn)	-24	-16	5	6	22	9	-22	6	21	-13	-8
COCCCNC(=O)c1cccc2c(-c3ccc(O)c(OC)c3)coc12	-14	22	14	-54	-9	1	-15	·	12	-55	-7
CC1=C(C(=O)OCc2ccccc2)C(c2cccc(Cl)c2Cl)NC(=O)N1CCCCCC(=O)O (stereo not drawn)	-13	-21	5	-12	-1	4	-4	-1	-12	6	0
COC(=O)c1ccc2nc(-c3ccc(Cl)cc3)c(CC3CCCCC3)n2c1	-25	2	18	-11	·	·	·	·	19	·	-40
CON(C)C(=O)/C=C/CCCCNC(=O)OC(C)(C)C	-35	-6	3	3	-3	-7	8	4	2	25	-8
COC(=O)CNC(=O)C1CCN(C(=O)OCc2ccccc2)CC1	-2	2	-22	-14	-3	1	-16	-6	-18	1	-29
Fc1ccc(-c2nc(-c3cnccn3)no2)c(Cl)c1	-47	-106	60*	-9	4	-42	-65	11	37	-21	-7
COc1ccc(NC(=O)CSc2cn[nH]n2)cc1OC	-9	0	26	-2	0	-5	5	-7	13	3	6
O=C(O)c1cccc(-c2ccc(/C=N/Nc3ccc([N+](=O)[O-])cc3)o2)c1	7	-27	-17	-4	-2	10	-3	-3	2	-24	-19
O=C(NCC1CCCO1)C(c1cccs1)N(C(=O)c1ccc(CN2CCOCC2)o1)c1ccc(Cl)cc1 (stereo not drawn)	10	-26	-9	12	2	20	-14	2	26	-6	12
CN(CCO)CC(O)Cn1cnc2c1c(=O)n(C)c(=O)n2C (stereo not drawn) (tested in a mixture with another compound)	·	0	-6	·	-6	-4	8	-4	-9	0	-9
CC(C)CO/C(=N/S(=O)(=O)c1ccccc1)c1ccccc1	-4	-10	-2	2	10	0	4	3	5	6	9
C=CCNC(=O)c1ccc2c(=O)n(Cc3ccccc3OC)c(=S)[nH]c2c1	-20	18	3	4	2	12	5	10	5	2	2
CN(C)C(=O)COC(=O)c1ccccc1Sc1ccccc1C#N	-17	-5	1	-7	-4	7	-7	-8	-15	-10	-1
COc1cc(F)ccc1-c1cc(C(=O)NCc2cccc(Cl)c2)[nH]n1	-19	-3	-18	-10	6	-1	11	·	18	-22	-9
CCC(CC)n1c(C)cc(=O)n1C(CC)CC	8	-20	-9	12	9	-5	-20	9	1	19	-15
CCCc1ccc2oc(C(=O)N3CCC(COC)C3)c(C)c2c1 (stereo not drawn)	-18	-58	7	-19	-13	-90	-50	-5	-27	10	-30
CCOC(=O)C(Oc1ccc(=O)n(-c2ccccc2)n1)C(C)=O (stereo not drawn)	3	2	1	-48	2	17	4	-69	7	-12	-2
O=C(CSc1nc2ccccc2c(=O)n1-c1ccccc1)NCc1ccco1	6	5	1	0	2	11	-1	-2	9	-14	-14
CC(NC(=O)C1CCN(C(=O)[C@@H]2Cc3ccccc3CN2C(=O)OC(C)(C)C)CC1)c1ccccc1 (stereo partly drawn)	21	7	-27	5	-7	-14	-7	-10	-1	9	-1
O=C1c2ccccc2NC(c2cccs2)N1NS(=O)(=O)c1ccccc1 (stereo not drawn)	3	15	-2	8	16	17	-2	7	4	-7	0
CCOc1ccc(N2CC(C(=O)N3CCN(C(=O)c4ccco4)CC3)CC2=O)cc1 (stereo not drawn)	6	-12	11	-1	12	11	-13	-1	5	-10	0
Cc1ccc(S(=O)(=O)N2CCOC2CNC(=O)C(=O)NCCCN2CCOCC2)cc1 (stereo not drawn)	-25	5	-26	4	-9	3	0	-4	0	15	-8
Other compounds
SMILES	NCOA2 inhibitor	LRH-1 inv ag	C8 TRAIL sens	COUP-TFII inh	KKLEB tox	SRC3 inh	NCOA1 inh	LMP1 NFkB inh	TWEAK-Fn14 inh	CF NFkB block	TROY NFkB inh
O=C(NCc1ccccc1Cl)c1cnc2ccccc2n1	-35	-5	2	-8	-2	-30	0	-6	-5	-23	-46
Cc1ccc(NC(=O)O/N=C/c2ccc(Br)cc2)cc1	-1	-4	-2	-16	9	-7	-28	-4	-6	0	-44
COc1ccc(-c2oc(/N=C/N3CCOCC3)c(C#N)c2-c2ccc(OC)cc2)cc1	1	22	-9	2	1	1	4	-4	0	-1	-13
CCOC(=O)c1[nH]c2ccccc2c1NC(=S)Nc1ccccc1	0	-18	-16	6	-4	-30	-26	-6	8	-3	-33
CCC(CO)Oc1cc(NCc2ccccc2)c2ncn(C3CCCC3)c2c1 (stereo not drawn)	-3	20	10	13	-6	5	-5	0	-24	41	-5
CC1CCC2C(=O)N(c3ccccc3OC(=O)c3ccccc3F)C(=O)C2C1 (stereo not drawn)	-11	12	3	8	-1	8	-4	-1	9	11	-3
Cn1c(=O)c2cc(NC(=S)NCc3ccccc3F)ccc2n1Cc1cccc(C(F)(F)F)c1	-8	9	-10	13	-20	-13	6	·	40	7	26

Screening data deposited in PubChem BioAssay by several laboratories.
